HP1b binding inh – inhibitors of HP1-beta chromodomain binding to methylated histone tails | P83916 | AlphaScreen HP1-beta / biotin-H3K9me3 peptide binding | Potency, µM (series often up to 114 µM), for inactives: top-dose activity change, negative = inhibition, actives largely listed as inhibitors | 0.56% of 390,000 active | AID 540317; note: nearly all actives have a fitted effect of over 70% in size; inactives centre near 23
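Compound inhibition of the preformed complex between 50 nM HP1-beta and 50 nM biotinylated H3K9me3 peptide was read by AlphaScreen. Buffer was PBS pH 7.4 with 0.01% Tween-20. Incubations ran 30 min at room temperature, with 10 ug/mL donor/acceptor beads.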
JMJD2A Tudor inh – blocks the human JMJD2A Tudor domain | O75164 | AlphaScreen JMJD2A-Tudor / H3K4me3 peptide binding | Potency, µM (top dose mostly 114 µM), inactives show at the highest dose activity change, negative = inhibition, actives largely listed as inhibitors | 4.4% of 390,000 active; note: % is set by controls: 0 for no effect and ±100 for the full control effect; nearly all actives have a fitted effect of over 50% in size
ERG Ets-DNA blk – ERG Ets/DNA interaction inhibition; P11308; AID 624246; 0.028% of 370,000 active; fluorescence polarization, His-ERG Ets domain / labelled DNA; Potency, µM (series often up to 76.9 µM), without a hit: at the highest dose FP activity, negative = inhibition, most hits filed as inhibitors; active = well fitted inhibition curve with a large enough effect in the polarisation, with a control signal flat; inconclusive = small, poorly fitted or top-dose-only effect, or effect the other way, or a change in a side signal; inactive = no such curve, though single readings can be large or run the other way; the % refers to the polarisation;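 note: polarization taken with two DNA probes labelled with fluorescein and Texas red; % of control where 0% means no effect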
Target sequence (P11308 whole entry, looked up, the tested form may be a part): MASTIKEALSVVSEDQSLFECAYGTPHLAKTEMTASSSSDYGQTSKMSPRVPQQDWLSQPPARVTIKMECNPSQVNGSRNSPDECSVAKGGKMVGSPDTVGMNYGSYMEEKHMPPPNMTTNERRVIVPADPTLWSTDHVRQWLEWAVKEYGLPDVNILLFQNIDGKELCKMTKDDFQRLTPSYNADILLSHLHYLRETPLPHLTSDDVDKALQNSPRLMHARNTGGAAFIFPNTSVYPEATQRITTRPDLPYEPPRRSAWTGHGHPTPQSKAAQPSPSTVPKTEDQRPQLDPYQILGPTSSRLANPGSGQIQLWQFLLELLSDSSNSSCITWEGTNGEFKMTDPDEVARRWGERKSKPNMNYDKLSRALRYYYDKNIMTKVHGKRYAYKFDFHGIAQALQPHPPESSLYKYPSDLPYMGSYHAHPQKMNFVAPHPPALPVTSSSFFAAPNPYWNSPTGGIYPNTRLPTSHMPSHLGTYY
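His-tagged ERG Ets domain (1 uM in the protein solution; 300mM KCl, 50mM Tris-HCl, 1mM EDTA, 1mM DTT, pH 7.5) received compound, then a probe mix of 5 nM fluorescein-DNA and 100nM Texas-615-DNA. Fluorescence polarization was read for both dyes.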
RGS4 inhibitor – blocks human RGS4-accelerated GTP hydrolysis | Potency, µM (highest dose often 114 µM), for inactives: top-dose activity change, negative = inhibition, most hits filed as inhibitors | Transcreener GDP fluorescence polarization, RGS4-accelerated GTP hydrolysis | 0.039% of 390,000 active; note: % is set by controls: 0 for no effect and ±100 for the full control effect; nearly all actives have a fitted effect of over 75% in size; some results filed as inactive show a strong effect at the top dose
Target sequence (P49798 whole entry, looked up): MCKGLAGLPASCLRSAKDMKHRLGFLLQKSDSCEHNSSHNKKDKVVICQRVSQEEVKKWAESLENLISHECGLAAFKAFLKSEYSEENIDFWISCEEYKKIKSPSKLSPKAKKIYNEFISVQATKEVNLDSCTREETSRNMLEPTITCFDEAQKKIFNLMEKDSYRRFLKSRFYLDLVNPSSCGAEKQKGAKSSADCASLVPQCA
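MLSMR compounds (23 nl, pin-transferred) preincubated 10 min at room temperature with a 500nM (2x) first reagent, then RGS4 at 900nM (2x) plus Transcreener GDP mix added; fluorescence polarization (620/688 nm) read before and after 90 min at 30 °C.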
Pin1 inhibitor – inhibitors of human Pin1; Q13526; Pin1 FP peptide displacement, HiFluor488, 10 min; Potency, µM (titrated, usually from 115 µM), inactives show at the top dose activity, negative = inhibition, usual class: inhibitors; 0.009% of 390,000 active; AID 504891; active = well fitted inhibition curve with a large enough effect in the polarisation, with a control signal flat, not every such curve was filed as active; inconclusive = small, poorly fitted or top-dose-only effect, or effect the other way, or a change in a side signal; inactive = no such curve, though single readings can be large or run the other way; the % refers to the polarisation; note: % is set by controls: 0 for no effect and ±100 for the full control effect
Target sequence (Q13526 whole entry, looked up): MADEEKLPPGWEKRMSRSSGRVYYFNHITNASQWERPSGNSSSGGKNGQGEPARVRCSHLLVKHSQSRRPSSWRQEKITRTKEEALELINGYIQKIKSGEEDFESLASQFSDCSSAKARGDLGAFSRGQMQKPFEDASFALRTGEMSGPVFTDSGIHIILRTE
GLS inh – glutaminase GLS (human) inhibition; Potency, µM (series often up to 45.5 µM), for the others: top-dose activity change, negative = inhibition, hits mostly inhibitors; GLS enzymatic activity, qHTS titration; 0.21% of 410,000 active; O94925; note: % is set by controls: 0 for no effect and ±100 for the full control effect
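Assay buffer: 45 mM KH2PO4 pH 8.2, 0.02% Tween-20. hKGA acts on L-glutamine (1 mM solution added); product glutamate is reported by an oxidase/peroxidase Amplex Red coupling, with fluorescence taken at baseline and 30 min.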
rTrxR1 inhibitor – blocks rat thioredoxin reductase 1; O89049; recombinant rTrxR1, NADPH fluorescence consumption, selenite substrate; Potency, µM (titrated, usually from 114 µM), without a hit: at the top dose activity change, negative = inhibition, usual class: inhibitors; 1% of 390,000 active; AID 588453; note: % is set by controls: 0 for no effect and ±100 for the full control effect; nearly all actives have a fitted effect of over 65% in size
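Rat TrxR1 (90 nM in the dispensed reagent) was pre-reduced with 400 uM NADPH for 5 min at room temperature, then incubated with compound for 15 min. After 400 uM selenite was added, NADPH fluorescence (Ex 340/Em 450 nm) was followed for 8 min.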
ALOX12 inh – ALOX12 (human) lipoxygenase inhibition; P18054; purified 12hLO, xylenol orange hydroperoxide absorbance; Potency, µM (series often up to 108 µM), for inactives: at the top dose activity change, negative = inhibition, usual class: inhibitors; 1.1% of 580,000 active; note: % is set by controls: 0 for no effect and ±100 for the full control effect
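Hydroperoxide product was detected by ferrous iron/xylenol orange as the 573 to 405 nm absorbance ratio. Arachidonic acid at 40 uM (final) was turned over for 30 min at room temperature by 150 nM human 12hLO, pH 7.0 Hepes buffer, after 15 min compound preincubation.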
Tb PGK inh – inhibitors of T. brucei phosphoglycerate kinase; PGK/GAPDH coupled, Kinase-Glo luminescence, 60 min; Potency, µM (highest dose often 57.5 µM), for inactives: at the top dose activity change, negative = inhibition, usual class: inhibitors; 0.043% of 380,000 active; AID 602233; note: % is set by controls: 0 for no effect and ±100 for the full control effect; nearly all actives have a fitted effect of over 60% in size
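Recombinant glycosomal PGK reaction used 1,3-bisphosphoglycerate generated in-well by GAPDH (100nM final) in 100mM TEA pH 7.6, 5mM MgCl2, 0.01% Tween-20. After 60 minutes at room temperature, ATP was read by Kinase-Glo Plus luminescence end-point.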
* marks the source's active call; other numbers are inactive results; i = inactive; ? = inconclusive; nt = not tested or not shown; & = joins results of further samples; [ ] = remark or other dose. Unless noted, calls come from the whole dose curve; as a rule, active = well fitted curve in the direction sought with a large enough effect; inconclusive = small, poorly fitted or top-dose-only effect, or another doubt; inactive = no such curve, though single readings can be large; an effect the other way counts as inactive or inconclusive. Potency is the fitted concentration of half-maximal effect. A portion of the library; rates above refer to the full screens.

nr	canonical_smiles	HP1b binding inh	JMJD2A Tudor inh	ERG Ets-DNA blk	RGS4 inhibitor	Pin1 inhibitor	GLS inh	rTrxR1 inhibitor	ALOX12 inh	Tb PGK inh
1	CC1c2cc3c(cc2CCN1C(=O)c1ccc(C(F)(F)F)cc1)OCCCO3 (configuration not stated)	40%[activator]	-7%	-11%	19%	3%	-5%	-2%	13%	i
2	COc1ccc(OC)c(C2C(C(=O)c3ccc(C)o3)=C(O)C(=O)N2c2cc(C)on2)c1 (configuration not stated)	-8%	?	13%	-33%	-5%	-1%	-18%	?	-8%
3	O=C(NNC(=O)c1csc(N2CCOCC2)n1)c1ccc(=O)[nH]c1	44%[activator]	-9%	3%	6%	-3%	18%	4%	6%	8%
4	COc1cc(C(O)c2nc3ccccc3n2C(C)C)cc(OC)c1OC (configuration not stated)	38%	-7%	2%	22%	3%	1%	9%	0%&-1%	3%
5	COc1ccc(-c2cccc(-c3cc(=O)oc4cc5c(cc34)OCO5)c2)cc1	7%	-21%	2%	6%	6%	4%	33%	?	-3%
6	Cc1ccc(N(C)C(=O)c2cc(S(=O)(=O)N3CCOCC3)cn2C)cc1	8%	-22%	5%	6%	-1%	-7%	19%	-20%	i
7	O=P(c1ccccc1)(c1ccccc1)c1cc(Br)cc(Br)c1OCCO	-11%	-20%	2%	15%	0%	4%	-14%	nt	4%
8	CCCCCCSc1nnc(-c2cnn(-c3ccccc3)c2-n2cccc2)n1C	9%	-17%	-3%	-28%	-2%	12%	12%	?	-15%
9	CCNC(=O)Nc1ccc(OC)cc1OC	39%[activator]	-1%	8%	30%	12%	14%	13%	-1%	nt
10	CC1CCCCC1NC(=O)c1ccc(S(=O)(=O)N2CCCC2)cc1 (configuration not stated)	31%	6%	-4%	23%	-4%	-4%	8%[57.1 µM]	0%	-3%
11	CCN(CC)CCCNC(=O)c1cc2nc3c(c(C(F)(F)F)n2n1)CCc1ccccc1-3	45%[activator]	5%	-2%	-28%	-1%	-6%	9%[57.1 µM]	0%	5%
12	COc1ccc2cc(CN(CC3CCCO3)S(=O)(=O)c3ccccc3)c(=O)[nH]c2c1 (configuration not stated)	24%	-3%	nt	7%	-1%	-3%	-14%	?	1%
13	CC(C)(C)C1CCC(OC(=O)c2cncc(Br)c2)CC1 (configuration not stated)	41%[activator]	1%	-5%	-15%	-6%	-4%	15%	16%	-6%
14	CCc1ccc(NC(=O)CC2C(=O)N(c3cccc(C)c3)C(=O)N2C2CC2)cc1 (configuration not stated)	36%	-7%	-4%	-6%	-1%	0%	-19%[57.1 µM]	12%	2%
15	CCOc1ccc(CCNC(=O)c2sc3nc4n(c(=O)c3c2C)CCC4)cc1OCC	27%	-17%	5%	-4%	12%	-13%	-10%	18%	-8%
16	O=C(c1ccccc1NS(=O)(=O)c1ccccc1[N+](=O)[O-])N1CCOCC1	38%	-9%	-14%	33%	-5%	11%	-15%	-11%	-5%
17	N#CC1=C(N)SC(N)=C(C#N)C1Cc1ccccc1	14%	?	70%[activator]	?	?	15%	?	?	-10%
18	COc1ccc(CN(C)C(=O)CNC(=O)c2cccs2)c(OC)c1	34%	-11%	-8%	9%	-4%	1%	17%	16%	-8%
19	Cc1ccc(S(=O)(=O)c2cnc(SCC(=O)Nc3cccc(Cl)c3)nc2N)cc1C	1%	-22%	4%	21%	13%	-2%	41%[activator]	-25%	-3%
20	O=C(COC(=O)c1cc(-c2cccs2)nc2ccccc12)c1ccc(Cl)cc1	70%[activator]	43%[activator]	0%	6%	38%[activator]	-4%	50%[activator]	?	5%
21	Cc1ccc(S(=O)(=O)N2C[C@@H]3[C@H]4CC[C@H](C4)[C@@H]3[C@@H](C)[C@@H]2c2cccn2Cc2ccccc2)cc1	11%	-16%	4%	10%	9%	1%	26%	9%	-10%
22	CC(C)(C)NC(=O)CN(C(=O)CS(=O)CC(=O)Nc1ccc(F)cc1)c1ccc2c(c1)OCCO2 (configuration not stated)	30%	0%	0%	5%	5%	-1%	1%	-7%	4%
23	Cc1nc2sc(C(c3cccs3)N3CCC4(CC3)OCCO4)c(O)n2n1 (configuration not stated)	9%	-6%	-1%	20%	1%	0%	2%	16%	nt
24	CC1(C)CC(=O)C(C(N)=NC(=O)c2ccccc2)=C(O)C1	26%	9%	7%	9%	-3%	-2%	12%[57.1 µM]	22%	-4%
25	CN(C)S(=O)(=O)c1ccc(C(=O)Nc2ccccc2SCCC#N)cc1	9%	-12%	-5%	-16%	0%	-10%	-33%	?	-1%

Part of the list above in order of count of non-hydrogen atoms, rising:
nr	canonical_smiles	HP1b binding inh	JMJD2A Tudor inh	ERG Ets-DNA blk	RGS4 inhibitor	Pin1 inhibitor	GLS inh	rTrxR1 inhibitor	ALOX12 inh	Tb PGK inh
17	N#CC1=C(N)SC(N)=C(C#N)C1Cc1ccccc1	14%	?	70%[activator]	?	?	15%	?	?	-10%
13	CC(C)(C)C1CCC(OC(=O)c2cncc(Br)c2)CC1 (configuration not stated)	41%[activator]	1%	-5%	-15%	-6%	-4%	15%	16%	-6%
24	CC1(C)CC(=O)C(C(N)=NC(=O)c2ccccc2)=C(O)C1	26%	9%	7%	9%	-3%	-2%	12%[57.1 µM]	22%	-4%
18	COc1ccc(CN(C)C(=O)CNC(=O)c2cccs2)c(OC)c1	34%	-11%	-8%	9%	-4%	1%	17%	16%	-8%
6	Cc1ccc(N(C)C(=O)c2cc(S(=O)(=O)N3CCOCC3)cn2C)cc1	8%	-22%	5%	6%	-1%	-7%	19%	-20%	i
16	O=C(c1ccccc1NS(=O)(=O)c1ccccc1[N+](=O)[O-])N1CCOCC1	38%	-9%	-14%	33%	-5%	11%	-15%	-11%	-5%
20	O=C(COC(=O)c1cc(-c2cccs2)nc2ccccc12)c1ccc(Cl)cc1	70%[activator]	43%[activator]	0%	6%	38%[activator]	-4%	50%[activator]	?	5%
8	CCCCCCSc1nnc(-c2cnn(-c3ccccc3)c2-n2cccc2)n1C	9%	-17%	-3%	-28%	-2%	12%	12%	?	-15%
2	COc1ccc(OC)c(C2C(C(=O)c3ccc(C)o3)=C(O)C(=O)N2c2cc(C)on2)c1 (configuration not stated)	-8%	?	13%	-33%	-5%	-1%	-18%	?	-8%
22	CC(C)(C)NC(=O)CN(C(=O)CS(=O)CC(=O)Nc1ccc(F)cc1)c1ccc2c(c1)OCCO2 (configuration not stated)	30%	0%	0%	5%	5%	-1%	1%	-7%	4%

New compounds follow
nr	canonical_smiles	HP1b binding inh	JMJD2A Tudor inh	ERG Ets-DNA blk	RGS4 inhibitor	Pin1 inhibitor	GLS inh	rTrxR1 inhibitor	ALOX12 inh	Tb PGK inh
26	Cc1nn(C)cc1CNC(=O)C1CCC(=O)N(Cc2cccc(C(F)(F)F)c2)C1 (configuration not stated)	9%	-15%	-1%	8%	-1%	6%	2%	34%[activator]	-2%
27	CC(C)(C)S(=O)N1Cc2cc(=O)n(Cc3ccccc3)cc2[C@@H]1CCO (some centres not stated)	63%[activator]	-8%	7%	7%	-1%	1%	-8%	?	i
28	O=C1c2ccccc2NC(c2ccccc2)N1/N=C/c1ccccc1 (configuration not stated)	15%	-12%	0%	-20%	-3%	13%	3%[57.1 µM]	-2%	-1%
29	CCc1noc(C)c1C(=O)NCCc1ccc(OC)c(OC)c1	-10%	-16%	-1%	-20%	-1%	-12%	5%	9%	-10%
30	C=CCn1c(N)cc(=O)nc1SC(C)C(=O)Nc1ccc(C(=O)OCC)cc1 (configuration not stated)	13%	-12%	5%	24%	3%	9%	13%	13%	-4%
31	O=C1Nc2ccccc2C1(O)Cc1ccccn1 (configuration not stated)	15%	15%	0%	7%	3%	-1%	10%	-9%	5%
32	COc1ccc(C2C(C(=O)c3ccco3)=C(O)C(=O)N2CCN2CCOCC2)cc1 (configuration not stated)	20%	?	-5%	-13%	4%	2%	-18%[57.1 µM]	-3%	-1%
33	CC(=O)c1cc(-c2ccccc2)n(CCC(=O)NC2CCCCCCC2)c1C	-28%	-30%	7%	21%	-4%	9%	8%	-6%	3%
34	COc1ccc(NC(=S)N2CCN(CCN=CC3=C(O)CC(c4ccccc4)CC3=O)CC2)cc1 (configuration not stated)	?	-20%	3%	-9%	-8%	24%	-13%	-2%	-4%
35	COc1cc(/C=C2/SC(=NCc3ccccc3)N(Cc3ccccc3)C2=O)ccc1O	11%	-32%	12%	1%	44%[activator]	10%	14%[57.1 µM]	?	-9%
